# NFkB SMM: binders of human NF-kappa-B p105; calls only; actives 1.3% (n = 17,000); Small molecule microarray, anti-His fluorescence binding; P19838;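 active = spot fluorescence over background significantly raised, with a chance value under 7% in all four replicate spots of the compound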;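 also: probe protein is his-tagged human p50 processed subunit at 1 µg/ml; raw spot fluorescence signals with no normalization applied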
# Target sequence (P19838 1-433 limits assumed): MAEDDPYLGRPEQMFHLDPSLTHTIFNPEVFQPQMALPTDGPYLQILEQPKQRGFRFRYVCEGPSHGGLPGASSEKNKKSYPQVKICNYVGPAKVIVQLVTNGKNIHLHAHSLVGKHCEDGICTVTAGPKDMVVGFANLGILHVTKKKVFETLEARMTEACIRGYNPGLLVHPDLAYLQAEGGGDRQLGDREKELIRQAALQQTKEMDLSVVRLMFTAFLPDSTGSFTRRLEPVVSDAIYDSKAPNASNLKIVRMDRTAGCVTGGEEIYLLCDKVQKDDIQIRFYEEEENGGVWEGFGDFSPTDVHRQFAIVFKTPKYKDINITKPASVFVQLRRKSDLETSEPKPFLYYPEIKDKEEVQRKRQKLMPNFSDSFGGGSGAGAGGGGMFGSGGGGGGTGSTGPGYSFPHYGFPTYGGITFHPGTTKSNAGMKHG
# Calls only; i = inactive; + = active, no number. Some of the compounds tested; count on the stated rates, not on these rows.
SMILES,NFkB SMM
COc1cc2c(cc1OC)CN(C(=O)[C@@H]1[C@H]3C(=O)O[C@H](c4ccccc4)[C@H](c4ccccc4)N3[C@H](c3ccccc3OCCO)[C@@]13C(=O)Nc1ccc(C#CCCO)cc13)CC2,i
C[C@@H]1CN([C@H](C)CO)C(=O)c2cc(NS(=O)(=O)c3cccs3)ccc2O[C@H]1CN(C)Cc1ccc(-c2ccccc2)cc1,i
CC(=O)OCC(Cc1ccccc1)NC(=O)C(Cc1ccccc1)NC(=O)c1ccccc1 (configuration not stated),i
C=CC1c2cc(O)c(OC)cc2CCN1Cc1cc2c(cc1Br)OCO2 (configuration not stated),i
C[C@H](CO)N1C[C@H](C)[C@@H](CN(C)CC2CC2)Oc2ccc(NC(=O)Nc3ccc4c(c3)OCO4)cc2CC1=O,i
C=CCN(Cc1ccccc1)C(=O)[C@H]1N(Cc2ccc(OC)cc2)C(=O)[C@@H]2[C@@H](C(=O)O)C3C=CC21O3 (some centres not stated),i
COc1ccc(-c2cc(C)nc(SCC(=O)Nc3ccccc3F)n2)cc1,i
Cc1noc(C)c1S(=O)(=O)Nc1cccc2c1O[C@@H](CN(C)CC1CC1)[C@@H](C)CN([C@@H](C)CO)C2=O,i
C[C@H](CO)N1C[C@H](C)[C@@H](CN(C)C(=O)Nc2ccc(F)cc2)Oc2c(NC(=O)Nc3ccc(F)cc3)cccc2C1=O,i
C[C@@H]1CN([C@@H](C)CO)C(=O)c2cc(NC(=O)Nc3cccc4ccccc34)ccc2O[C@H]1CN(C)C(=O)Nc1cccc2ccccc12,i
C[C@H](CO)N1C[C@H](C)[C@H](CN(C)Cc2ccccc2)OCc2cn(nn2)CCCC1=O,i
CC(C)NC(=O)N(C)C[C@@H]1OCCCC[C@H](C)Oc2ccc(NS(=O)(=O)c3ccccc3)cc2C(=O)N([C@H](C)CO)C[C@@H]1C,i
COc1ccc(CN(C)C[C@H]2Oc3ccc(NC(=O)Nc4cccc5ccccc45)cc3CC(=O)N([C@@H](C)CO)C[C@H]2C)cc1,i
CCOC(=O)C(C)Sc1nc2ccc(I)cc2c(=O)n1-c1ccccc1OC (configuration not stated),i
Cc1noc(C)c1NC(=O)N(C)C[C@H]1Oc2c(NC(=O)c3nc4ccccc4s3)cccc2C(=O)N([C@H](C)CO)C[C@@H]1C,i
C[C@H](CO)N1C[C@H](C)[C@@H](CN(C)C(=O)Nc2ccccc2)Oc2c(NC(=O)C3CCOCC3)cccc2C1=O,i
[N-]=[N+]=NCc1ccccc1C[C@]1(C(=O)N2CCOCC2)N=C(c2ccc(OCCCO)cc2)O[C@H]1c1ccccc1,i
C[C@@H]1CN([C@H](C)CO)C(=O)c2cccc(NC(=O)c3nc4ccccc4s3)c2O[C@H]1CN(C)S(=O)(=O)c1cn(C)cn1,i
O=C(NC1CC1)C1=C[C@H](C2CCCCC2)C[C@H](OCc2ccc(CO)cc2)O1,i
C[C@H](CO)N1C[C@H](C)[C@@H](CN(C)C(=O)Nc2ccc(F)cc2)Oc2c(NC(=O)c3ccc(-c4nccs4)cc3)cccc2C1=O,i
Cc1noc(C)c1NC(=O)N(C)C[C@@H]1Oc2ccc(NC(=O)C3CC3)cc2C(=O)N([C@H](C)CO)C[C@@H]1C,i
NC(=O)CSc1nc(N)c(-c2ccccc2)c(=O)[nH]1,i
C[C@@H]1CN([C@@H](C)CO)C(=O)Cc2cc(NS(=O)(=O)c3cn(C)cn3)ccc2O[C@@H]1CN(C)C(=O)Nc1ccc(F)cc1,i
CNC[C@@H]1Oc2ccc(NS(=O)(=O)c3ccccc3)cc2CC(=O)N([C@H](C)CO)C[C@H]1C,i
CC(C)N(C(=O)CSc1nc2ccc(Cl)cc2[nH]1)c1ccccc1,i

# Shown tab-delimited: entries from further up.
mol	NFkB SMM
C[C@H](CO)N1C[C@H](C)[C@@H](CN(C)C(=O)Nc2ccc(F)cc2)Oc2c(NC(=O)c3ccc(-c4nccs4)cc3)cccc2C1=O	i
CC(C)N(C(=O)CSc1nc2ccc(Cl)cc2[nH]1)c1ccccc1	i

# The results go on:
SMILES,NFkB SMM
O=C(O)COc1cccc(-c2ocnc2-c2nc(-c3ccccc3)c(-c3ccccc3)o2)c1,i
COc1cccc(C(=O)NCCN=C2NS(=O)(=O)c3ccccc32)c1,i
Cc1cc(C(=O)Nc2cccc3c2O[C@@H](CN(C)C(=O)NC2CCCCC2)[C@H](C)CN([C@@H](C)CO)C3=O)n(C)n1,i
C[C@H]1CN([C@@H](C)CO)C(=O)c2cccc(NC(=O)c3cnccn3)c2O[C@@H]1CN(C)S(=O)(=O)c1ccc(F)cc1,i
O=C(CSc1ncccn1)Nc1ccc(Cl)cc1Cl,i
C[C@@H]1CN([C@H](C)CO)C(=O)c2cc(NS(C)(=O)=O)ccc2O[C@@H](C)CCCCO[C@H]1CN(C)S(=O)(=O)c1ccccc1,i
C[C@@H]1CN([C@H](C)CO)C(=O)c2cc(NS(=O)(=O)c3ccccc3)ccc2O[C@@H]1CN(C)C,i
C[C@H](CO)N1C[C@H](C)[C@@H](CN(C)S(=O)(=O)c2cn(C)cn2)Oc2c(NC(=O)Nc3ccc(C(F)(F)F)cc3)cccc2C1=O,i
C[C@@H]1O[C@@H](O[C@H]2[C@H](O)[C@@H](O[C@@H]3O[C@H](CO)[C@@H](O)[C@H](O)[C@H]3O)[C@H](O[C@H]3CC[C@@]4(C)C(=CC[C@@H]5C4CC[C@@]4(C)C5C[C@@H]5O[C@]6(CC[C@@](C)(CO)O6)[C@@H](C)[C@@H]54)C3)O[C@@H]2CO)[C@H](O)[C@H](O)[C@H]1O (some centres not stated),i
O=C(c1ccccc1)c1ccc(COC(=O)c2ccccc2NC(=O)c2ccco2)cc1,i
Cc1noc(C)c1NC(=O)N(C)C[C@H]1Oc2ccc(NC(=O)Nc3ccc4c(c3)OCO4)cc2C(=O)N([C@H](C)CO)C[C@@H]1C,i
C[C@H](CO)N1C[C@H](C)[C@@H](CN(C)CC2CC2)Oc2ccc(NC(=O)Cc3cn(C)c4ccccc34)cc2CC1=O,i
Cc1noc(C)c1S(=O)(=O)Nc1ccc2c(c1)CC(=O)N([C@H](C)CO)C[C@H](C)[C@H](CN(C)C(=O)Nc1ccc(F)cc1)O2,i
Cc1ccc(S(=O)(=O)NC(C)C(=O)Nc2ccc(C)c(Cl)c2)cc1 (configuration not stated),i
COCCCNC(=O)[C@]1(Cc2ccccc2CN=[N+]=[N-])N=C(c2ccc(OCCCO)cc2)O[C@@H]1c1ccccc1,i
CC(c1ccccc1)n1c(CCCO)nc2ccccc21 (configuration not stated),i
C[C@H](CO)N1C[C@H](C)[C@H](CN(C)C(=O)Nc2ccc3c(c2)OCCO3)OCc2cnnn2CCCC1=O,i
Cn1c(NCc2ccco2)nc2c1c(=O)n(Cc1ccc(Br)cc1)c(=O)n2C,i
C[C@H](CO)N1C[C@H](C)[C@H](CN(C)S(=O)(=O)c2ccc(Cl)cc2)OCCCC[C@H](C)Oc2ccc(NC(=O)C3CCCCC3)cc2C1=O,i
COc1cc(NC(=O)CSc2nnc(-c3ccncc3)n2C)cc(OC)c1,i
COc1ccc(C(C)=O)c(O)c1,i
C[C@H]1CN([C@@H](C)CO)C(=O)c2cccc(NC(=O)NC3CCCCC3)c2O[C@H]1CN(C)Cc1ccc(C(=O)O)cc1,i
COc1ccc(S(=O)(=O)Nc2ccc3c(c2)C(=O)N([C@@H](C)CO)C[C@H](C)[C@H](CN(C)S(=O)(=O)c2cccs2)OCCCC[C@H](C)O3)cc1,i
C[C@H]1CN([C@@H](C)CO)C(=O)Cc2cc(NC(=O)C3CCCCC3)ccc2O[C@@H]1CN(C)C(=O)Nc1ccccc1,i
CN(C)CCn1nnnc1SCC1=C(C(=O)O)N2C(=O)[C@@H](NC(=O)Cc3csc(N)n3)[C@H]2SC1,i

# The last 5 entries of the part above lead into the next:
SMILES,NFkB SMM
COc1ccc(C(C)=O)c(O)c1,i
C[C@H]1CN([C@@H](C)CO)C(=O)c2cccc(NC(=O)NC3CCCCC3)c2O[C@H]1CN(C)Cc1ccc(C(=O)O)cc1,i
COc1ccc(S(=O)(=O)Nc2ccc3c(c2)C(=O)N([C@@H](C)CO)C[C@H](C)[C@H](CN(C)S(=O)(=O)c2cccs2)OCCCC[C@H](C)O3)cc1,i
C[C@H]1CN([C@@H](C)CO)C(=O)Cc2cc(NC(=O)C3CCCCC3)ccc2O[C@@H]1CN(C)C(=O)Nc1ccccc1,i
CN(C)CCn1nnnc1SCC1=C(C(=O)O)N2C(=O)[C@@H](NC(=O)Cc3csc(N)n3)[C@H]2SC1,i
C=C1CCC2(C(=O)O)CCC3(C)C(=CCC4C5(C)C[C@@H](O)[C@H](O)C(C)(CO)C5CCC43C)C2C1C (some centres not stated),+
CNC(=O)CN(c1ccc(C)cc1)S(=O)(=O)c1ccccc1,i
COc1ccc(-c2cc3ccccc3oc2=O)cc1NC(=O)COc1ccc(Br)cc1,i
C[C@H](CO)N1C[C@H](C)[C@@H](CN(C)C)Oc2ccc(NS(=O)(=O)c3ccc(Cl)cc3)cc2C1=O,i
C[C@@H]1CN([C@@H](C)CO)C(=O)c2cc(NC(=O)C3CC3)ccc2O[C@H]1CN(C)C(=O)Nc1ccc(C(F)(F)F)cc1,i
CCOC(=O)c1c(NC(=O)CSc2ncn[nH]2)sc(C)c1C,i
C[C@H](CO)N1C[C@H](C)[C@H](CN(C)C(=O)c2ccncc2)OCCCC[C@H](C)Oc2ccc(NS(C)(=O)=O)cc2C1=O,i
Cc1noc(C)c1S(=O)(=O)N(C)C[C@@H]1Oc2ccc(NS(=O)(=O)c3cccs3)cc2CC(=O)N([C@@H](C)CO)C[C@H]1C,i
C[C@@H]1CCCCO[C@H](CN(C)C(=O)Nc2ccc(C(F)(F)F)cc2)[C@@H](C)CN([C@@H](C)CO)C(=O)c2cc(NC(=O)Cc3ccccc3)ccc2O1,+
CNC[C@H]1Oc2c(NC(=O)C3CCOCC3)cccc2C(=O)N([C@H](C)CO)C[C@@H]1C,i
COC(=O)c1c(NC(=S)Nc2cc3oc4ccccc4c3cc2OC)sc2c1CCC2,i
Cc1cccc(/C=C/c2ccccc2)n1,i
CC(C)NC(=O)N(C)C[C@@H]1OCCCC[C@@H](C)Oc2ccc(NC(=O)Nc3ccccc3)cc2C(=O)N([C@@H](C)CO)C[C@@H]1C,i
C[C@H](CO)N1C[C@H](C)[C@@H](CN(C)C)Oc2c(NC(=O)C3CC3)cccc2C1=O,i
C[C@@H]1CN([C@H](C)CO)C(=O)Cc2cc(NC(=O)NC3CCCCC3)ccc2O[C@@H]1CN(C)C(=O)NC1CCCCC1,i
C[C@@H]1CCCCO[C@@H](CN(C)Cc2ccccc2)[C@H](C)CN([C@@H](C)CO)C(=O)c2cc(NC(=O)Nc3ccc4c(c3)OCO4)ccc2O1,i
C[C@@H]1CN([C@@H](C)CO)C(=O)c2cccc(NS(=O)(=O)c3cccs3)c2O[C@H]1CN(C)C,i
CCOc1ccc(NC(=O)CSc2n[nH]c(=O)n2-c2ccccc2)cc1,i
C[C@H]1CN([C@@H](C)CO)C(=O)Cc2cc(NC(=O)Nc3ccccc3)ccc2O[C@H]1CN(C)S(=O)(=O)c1ccc(F)cc1,i
C[C@@H]1CN([C@H](C)CO)C(=O)c2cc(NS(=O)(=O)c3cn(C)cn3)ccc2O[C@@H]1CN(C)S(=O)(=O)c1cn(C)cn1,i
Cc1cccc(CN(C)C[C@H]2OCc3cnnn3CCCC(=O)N([C@H](C)CO)C[C@H]2C)c1,i
N#C/C(=C/c1ccc(O)c(O)c1)C(=O)NCCCCc1ccccc1,i
CNC[C@@H]1Oc2c(NC(=O)c3nc4ccccc4s3)cccc2C(=O)N([C@@H](C)CO)C[C@H]1C,i
Cc1nc(SCC(N)=O)c2c(C)c(C)sc2n1,i
C[C@@H]1CN([C@@H](C)CO)C(=O)Cc2cc(NC(=O)Cn3cnnn3)ccc2O[C@H]1CN(C)C,i

# Looked up by structure from above, five records:
SMILES,NFkB SMM
CCOc1ccc(NC(=O)CSc2n[nH]c(=O)n2-c2ccccc2)cc1,i
C[C@@H]1CCCCO[C@H](CN(C)C(=O)Nc2ccc(C(F)(F)F)cc2)[C@@H](C)CN([C@@H](C)CO)C(=O)c2cc(NC(=O)Cc3ccccc3)ccc2O1,+
C[C@@H]1CCCCO[C@@H](CN(C)Cc2ccccc2)[C@H](C)CN([C@@H](C)CO)C(=O)c2cc(NC(=O)Nc3ccc4c(c3)OCO4)ccc2O1,i
Cc1cccc(/C=C/c2ccccc2)n1,i
C=C1CCC2(C(=O)O)CCC3(C)C(=CCC4C5(C)C[C@@H](O)[C@H](O)C(C)(CO)C5CCC43C)C2C1C (some centres not stated),+

# Additional structures:
SMILES,NFkB SMM
COc1ccc(CN(C)C[C@H]2Oc3c(NS(=O)(=O)c4ccc(Cl)cc4)cccc3C(=O)N([C@H](C)CO)C[C@@H]2C)cc1,i
COc1ccc(CN(C)C[C@@H]2Oc3ccc(NC(=O)Nc4cccc5ccccc45)cc3C(=O)N([C@@H](C)CO)C[C@H]2C)cc1,i
C[C@H](CO)N1C[C@H](C)[C@@H](CN(C)C(=O)NC2CCCCC2)Oc2ccc(NC(=O)Cc3cn(C)c4ccccc34)cc2C1=O,i
C[C@H](CO)N1C[C@H](C)[C@H](CN(C)S(=O)(=O)c2ccc(Cl)cc2)OCc2cnnn2CCCC1=O,i
C[C@@H]1CN([C@@H](C)CO)C(=O)c2cccc(NC(=O)c3cnccn3)c2O[C@@H]1CN(C)C(=O)Nc1ccccc1,i
C[C@@H]1CN([C@H](C)CO)C(=O)CCCn2cc(nn2)CO[C@H]1CN(C)C(=O)c1ccc(N2CCN(C)CC2)cc1,i
C[C@H](CO)N1C[C@H](C)[C@@H](CN(C)Cc2ccc3c(c2)OCO3)Oc2ccc(NC(=O)C3CC3)cc2CC1=O,i
COC(=O)C1=CO[C@@H](O[C@@H]2O[C@H](CO)[C@@H](O)[C@H](O)[C@H]2O)[C@H]2[C@@H]1[C@H](OC(C)=O)C[C@]2(C)O,i
C[C@H]1CN([C@@H](C)CO)C(=O)Cc2cc(NS(=O)(=O)c3cccs3)ccc2O[C@H]1CN(C)Cc1ccccc1,i
COc1ccc(CN(C)C[C@@H]2Oc3ccc(NC(=O)Nc4ccc(OC)cc4)cc3C(=O)N([C@H](C)CO)C[C@H]2C)cc1,i
Cc1noc(C)c1S(=O)(=O)N(C)C[C@H]1OCCCC[C@H](C)Oc2ccc(N(C)C)cc2C(=O)N([C@H](C)CO)C[C@@H]1C,i

# High-throughput results as filed in PubChem BioAssay.
